LmPK inh – blocks Leishmania mexicana pyruvate kinase activity; purified LmPK, Kinase-Glo ATP luminescence, 1 h; 290,000 compounds, 0.37% hits; Potency, µM (highest dose often 57.5 µM), inactives show at the top dose activity change, negative = inhibition, actives largely listed as inhibitors; Q27686; note: potency is the fitted concentration of half-maximal effect; % is set by controls: 0 for no effect and ±100 for the full control effect
Target sequence (Q27686 whole entry, looked up): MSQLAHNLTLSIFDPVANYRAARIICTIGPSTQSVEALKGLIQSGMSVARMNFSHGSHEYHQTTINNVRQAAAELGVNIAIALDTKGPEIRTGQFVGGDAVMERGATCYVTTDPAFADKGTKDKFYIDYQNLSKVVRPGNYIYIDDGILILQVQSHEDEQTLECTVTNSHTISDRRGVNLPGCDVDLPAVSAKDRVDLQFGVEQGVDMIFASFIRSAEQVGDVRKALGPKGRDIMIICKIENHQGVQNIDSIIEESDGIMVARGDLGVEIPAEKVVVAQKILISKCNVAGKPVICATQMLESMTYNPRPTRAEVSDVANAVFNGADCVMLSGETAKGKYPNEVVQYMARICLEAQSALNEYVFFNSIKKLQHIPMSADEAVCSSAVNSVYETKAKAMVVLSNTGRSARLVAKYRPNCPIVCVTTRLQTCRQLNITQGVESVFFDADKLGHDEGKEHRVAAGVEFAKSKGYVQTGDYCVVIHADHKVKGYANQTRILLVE
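qHTS format; LmPK 0.1 nM; substrates PEP 0.5 mM and ADP 0.1 mM. One-hour room-temperature incubation, then coupled luciferase luminescence; 0.5 nM enzyme wells mark activation.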
Cycloheximide cs – affects cycloheximide protein synthesis inhibition readout, counter-screen; cell reporter, cycloheximide protein synthesis inhibition counterscreen; max response, %; 300,000 compounds, 12% hits; AID 2314; in the data active = max response mostly above about 13%, no sharp cut-off; inactive = mostly below about 14%; note: read at 38.3 µM for the half of the compounds with a filed dose; 0% is about no effect
AMA1-RON2 inh – disrupts binding of P. falciparum AMA1 to RON2; AlphaScreen AMA1-biotinylated RON2 peptide binding; Potency, µM (titrated, usually from 58.2 µM), inactives show at the highest dose activity change, negative = inhibition, usual class: inhibitors; AID 720542; 360,000 compounds, 0.2% hits;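 note: potency is the fitted concentration of half-maximal effect; 0% = vehicle wells and -100% = peptide control; nearly all actives have a fitted effect of over 45% in size; some results filed as inactive show a strong effect at the top dose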
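AMA1 (3D7) with his tag at 25 nM final met compounds first, then biotinylated RON2 peptide at 25 nM; detection used donor plus acceptor beads, 10 µg/mL apiece, read by AlphaScreen after 30 min at room temperature.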
Shiga inhibitor – blocks Shiga toxin action in Vero cells | Vero cells, Shiga toxin protein synthesis inhibition reporter | inhibition, % at 38.7 µM | 290,000 compounds, 9.2% hits | AID 2315; in the data active = inhibition mostly above about 28%, no sharp cut-off; inactive = mostly below about 43%; note: 0% is about no effect
TbPYK inhibitor – blocks Trypanosoma brucei pyruvate kinase; TbPYK enzyme, Kinase-Glo Plus ATP luminescence, 45 min; 410,000 compounds, 0.12% hits; Q57TT1; Potency, µM (series often up to 76.8 µM), for inactives: at the highest dose activity, negative = inhibition, hits mostly inhibitors; note: potency is the fitted concentration of half-maximal effect; % is set by controls: 0 for no effect and ±100 for the full control effect; nearly all actives have a fitted effect of over 50% in size
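Quantitative HTS: titrated library compounds versus trypanosomal pyruvate kinase in TEA buffer (pH 7.2) containing KCl, MgCl2, BSA and Tween-20. Reactions were initiated with ADP, 130 uM final. Kinase-Glo Plus luminescence was read after 45 min at RT.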
Pf growth 48h – P. falciparum growth inhibition at 48 hours (one generation). P. falciparum luciferase growth in erythrocytes, 48 h. Potency, µM (top dose mostly 28.7 µM), without a hit: at the top dose activity change, negative = inhibition, most hits filed as inhibitors. 310,000 compounds, 5.9% hits; note: potency is the fitted concentration of half-maximal effect; % is set by controls: 0 for no effect and ±100 for the full control effect
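Read-out is firefly luciferase luminescence from an integrated reporter in P. falciparum, so falling signal marks reduced parasite growth. Infected erythrocytes were at 2% hematocrit and 0.1% parasitemia (final) in Albumax-supplemented RPMI 1640.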
Pf growth 96h – P. falciparum growth inhibition at 96 hours; Potency, µM (titrated, usually from 28.7 µM), for inactives: top-dose activity change, negative = inhibition, usual class: inhibitors; 320,000 compounds, 6.9% hits; P. falciparum luciferase reporter growth, 96 h; AID 504834; note: potency is the fitted concentration of half-maximal effect; % is set by controls: 0 for no effect and ±100 for the full control effect
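Compounds incubated with erythrocytes infected by luciferase-expressing P. falciparum (2% hematocrit, 0.05% parasitemia final) for 96 hours, 37 C in 5% CO2. Growth inhibition scored as decreased luciferase luminescence.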
* = called active by the depositor; u = inconclusive; x = no result given; & = joins results of further samples; [ ] = dose if it differs, or a comment. Unless noted, calls come from the whole dose curve; as a rule, active = well fitted curve in the direction sought with a large enough effect; inconclusive = small, poorly fitted or top-dose-only effect, or another doubt; inactive = no such curve, though single readings can be large; an effect the other way counts as inactive or inconclusive.

SMILES | LmPK inh | Cycloheximide cs | AMA1-RON2 inh | Shiga inhibitor | TbPYK inhibitor | Pf growth 48h | Pf growth 96h
O=S(=O)(c1ccc(Cl)cc1)N1CCN(Cc2cccnc2)CC1 | 0% | -5 | 4% | 6 | -2% | 29% | u
COc1ccccc1C(=O)NC(=O)COC(=O)c1cccc(NC(C)=O)c1 | 0% | 28* | -14% | 10 | 0% | 6% | 15%
O=C1NC[C@H](Cc2ccc(O)cc2)N(CCc2cccc3ccccc23)C1=O | 7% | 6 | 1% | 4 | 3% | -18% | u
CC(=O)C1=C(C)NC(=O)NC1c1ccc2c(c1)OCO2 (centres undefined) | -1% | 1 | -6% | 2 | 9% | 0% | 42%[activator]
Cn1c([N+](=O)[O-])cnc1COC(N)=O | -4% | 2 | 0% | 27 | -8%&2% | 11%&-2% | 10%&-14%
C[C@H](NS(=O)(=O)c1ccc2c(c1)OCCCO2)C(=O)N1CCN(c2ccc(F)cc2)CC1 | x | x | -13% | x | -6% | -17% | u
Cc1nccn1CC(=O)N/N=C/c1ccc(O)c(O)c1 | 3% | -1 | x | -15 | x | 4% | -15%
CCc1ccc2nc(N(CCCN(C)C)C(=O)c3ccc(S(=O)(=O)N4CCCC4)cc3)sc2c1 | 0% | 1 | -13% | -4 | 5% | u | u
CN(C)S(=O)(=O)c1ccc(Cl)c(NC(=O)COC(=O)/C=C/c2ccco2)c1 | 5% | -1 | -9% | 17 | -9% | 42%[activator] | 14%
O=C1CCCN1CCCNS(=O)(=O)c1ccc(Cl)c(C(=O)N2CCOCC2)c1 | -2% | -4 | 116%[activator] | -8 | 4% | 13% | x
CCN(CC)CCN(C(=O)c1ccc2ccccc2c1)c1nc2cc3c(cc2s1)OCO3 | 2% | -3 | -6% | -7 | 0% | u | u
NC(=O)Cc1nc(-c2ccc([N+](=O)[O-])cc2)cs1 | 2% | 7 | 0% | 1 | -6% | 38%[activator] | 39%[activator]
CCN(CC(=O)NCc1ccccc1Cl)CC(=O)Nc1c(F)cccc1F | -6% | -2 | -17% | 9 | 5% | -11% | 28%
CCOC(=O)[C@@H]1[C@H]2COc3cc(OC)ccc3[C@H]2N2C(=O)N(c3ccc(C(F)(F)F)cc3)C(=O)[C@@]12C | -1% | -2 | -1% | -10 | 3% | u | 0%
O=C(OCC(=O)N1CCCC1)c1ccc(S(=O)(=O)N2CCOCC2)cc1 | 0% | 1 | 0% | -5 | -6% | -4% | -76%
O=C(Nc1cccn2ncnc12)c1ccc(Cl)cc1Cl | -3% | -1 | 6% | -9 | -12% | 13% | 51%[activator]
O=C(CSc1nc2ccccc2s1)Nc1ccc(Cl)c(S(=O)(=O)N2CCOCC2)c1 | 3% | 10 | 2% | 14 | -9% | u | 4.7µM*
COc1ccc(N2CCN(C(=O)CC3NC4CCCCC4NC3=O)CC2)cc1 (centres undefined) | 0% | -1 | 9% | -7 | 3% | 2% | 12µM*
CCN1CCN(c2nc3c(c(=O)[nH]2)CCCC3)CC1 | 1% | -3 | 6% | 30 | -4% | 0% | -23%
CCC(c1nnnn1CCOC)N1CCN(C(=O)c2ccco2)CC1 (centres undefined) | 0% | -3 | -9% | -9 | -1% | 1% | u
CCOc1cc2c(cc1OCC)-n1cccc1C(c1cccc([N+](=O)[O-])c1)NC2 (centres undefined) | 2% | -2 | u | -6 | -18% | u | -5%
Cc1ccc2nc(C)cc(Cl)c2c1 | -1% | -1 | 5% | -2 | -5% | 22% | u
COc1ccc(-c2nnc(SCCC(=O)O)n2-c2ccccc2)cc1 | u | 6 | 2% | -4 | u | 12% | x
COc1ccc(-c2noc(-c3ccccc3-c3ccccc3)n2)cc1OC | 3% | 4 | -9% | 6 | 1% | u | 27%
CCSc1nnc(NC(=O)C(CC)Oc2ccccc2)s1 (centres undefined) | 5% | 8 | 3% | 11 | 1% | -8% | u

(list continues)
SMILES | LmPK inh | Cycloheximide cs | AMA1-RON2 inh | Shiga inhibitor | TbPYK inhibitor | Pf growth 48h | Pf growth 96h
Cc1cc(C(=O)N/N=C/c2cc(Cl)cc([N+](=O)[O-])c2O)c2ccccc2n1 | -7% | 4 | u | -11 | -4% | 14% | -27%
Cc1ccc(-n2ncc3c(N4CCCC4)ncnc32)c(C)c1 | 5% | 2 | 14% | 24 | x | -2% | u
CC(C)[C@H](NC(=O)c1ccccc1Cl)C(=O)OCc1cc(=O)n2cc(Br)ccc2n1 | 6% | 19 | 2% | -3 | -3% | 20% | 65%[activator]
COc1ccc(-n2c(SC3CCOC3=O)nc3ccccc32)cc1 (centres undefined) | 1% | -7 | -4% | -8 | 0% | -11% | u
COc1ccccc1-n1cc(CN2CCN(C3CCCCC3)C(CCO)C2)cn1 (centres undefined) | -1% | -7 | -1% | 20 | -14% | 1% | u
COC(=O)c1ccccc1NC(=O)CN(Cc1ccc(Cl)cc1)S(C)(=O)=O | 5% | -6 | 5% | -5 | -2% | x | u
CCCNC(=O)c1ccc(Cn2cc(-c3ccc(OC)cc3)nc2C(C)N)cc1 (centres undefined) | x | x | 125%[activator] | x | 1% | u | u
Cc1cc(OCC(=O)NNC(=O)c2cccnc2)cc(C)c1Cl | -4% | -1 | 135%[activator] | -7 | 7% | -11% | u
Cc1ccc(S(=O)(=O)CCC(=O)OCC(=O)Nc2cc(F)ccc2C)cc1 | x | x | -3% | x | -22% | -3% | 12%
COc1ccc(CCNC(=O)CN(C)S(=O)(=O)c2cccc3nsnc23)cc1OC | 1% | -2 | 28% | -5 | -16% | -5% | 10%
NC(=O)CN1C(=O)NC(c2ccccc2)(c2ccccc2)C1=O | 4% | -3 | -14% | -4 | 0% | 15% | -3%
Cc1ccc(NC(=S)C2=C(O)c3sccc3N(C)S2(=O)=O)cc1 | 3% | 19* | 46%[activator] | 31 | -8% | -30% | x
Cc1ccc(Cn2c(/C=C/c3ccco3)nc3ccccc32)cc1 | -7% | 103* | -7% | 161* | -25% | -13% | u
O=C(Nc1cccc(-n2cnnn2)c1)c1cc(Cl)nc(Cl)c1 | 2% | -3 | -2% | 2 | -7% | 9.3µM* | 4.7µM*
Cc1ccc(-n2[nH]c(C)c(/C=N/N3C(=O)c4cccc5cccc(c45)C3=O)c2=O)cc1 | u | 7 | 93%[activator] | 27 | -4% | -10% | u
C=CCN(CC=C)C(=O)Cn1cnc([N+](=O)[O-])n1 | -3% | -1 | 8% | -6 | 45% | 4% | u
CCOC(=O)c1cc(-c2ccccc2)nn1Cc1cc(CC)no1 | x | x | 37%[activator] | x | 1% | -22% | u
COC(=O)C1=C(C)N=C2SCCC(=O)N2C1/C=C/c1ccccc1 (centres undefined) | 13% | 1 | -11% | -5 | 5% | x | u
Cc1cc(=O)oc2cc(OCC(=O)NCC3CCCO3)ccc12 (centres undefined) | 1% | 1 | 7% | -4 | 2% | 17% | 11%
COCCN(C(=O)c1cc2c(s1)CCC2)c1c(N)n(CC(C)C)c(=O)[nH]c1=O | x | x | -11%[11.6 µM] | x | -3% | -8% | -22%
CCc1nnc(NC(=O)COc2ccc3ccccc3c2)s1 | 3% | 8 | -4% | 22 | -29% | 19% | u
CC(=O)Nc1ccc(S(=O)(=O)N(Cc2cccnc2)Cc2cc3ccc(C)cc3[nH]c2=O)cc1 | -1% | -6 | -7% | -4 | 0% | u | u
CCc1ccccc1NC(=O)CN1CCN(C(=O)CNC(=O)c2ccc(-c3ccccc3)cc2)CC1 | x | x | -2% | x | -9% | u | u
COc1cc(CN=C(C)c2c(O)n(C)c(=O)n(C)c2=O)cc(OC)c1 | 2% | -3 | 8% | -9 | -3% | 21% | 17%
C#CCOCCOCCOCCNc1nc(N2CCN(C(=O)[C@H]([C@@H](C)CC)n3cc([C@@H](N)CC(C)C)nn3)CC2)nc(N2CCN(C(=O)[C@H](CCCCN)n3cc([C@@H](N)CC(C)C)nn3)CC2)n1 | 2% | -2 | 17% | -12 | 6% | 0% | 0%

(listing goes on)
SMILES | LmPK inh | Cycloheximide cs | AMA1-RON2 inh | Shiga inhibitor | TbPYK inhibitor | Pf growth 48h | Pf growth 96h
CC(Cc1cccs1)NC(=O)Nc1ccc([N+](=O)[O-])cc1 (centres undefined) | 5% | 30* | -4% | 73* | -1% | -13% | 0%
Cc1cc(Cl)ccc1NC(=S)NCCc1ccc(Cl)cc1 | -1% | 9.5* | 81%[activator] | 52 | 2% | u | u
O=S1(=O)CCC(NC(=S)SCc2ccccc2Br)C1 (centres undefined) | 8% | 4 | 106%[activator] | -11 | -4% | u | -25%
CCN(CC)C(=O)CSc1nnc(CCCCCNC(=O)OC(C)(C)C)o1 | -1% | -3 | -10% | -14 | -1% | u | 10µM*
CC1(C)CC(=O)C2=C(C1)OC(c1ccncc1)C(C#N)=C2N (centres undefined) | 6% | -2 | -6% | -8 | 3% | -3% | 9%
COc1ccc(NC(=O)c2ccc(-c3ccc(-c4noc(C)n4)cc3C)cc2)cc1N1CCN(C)CC1 | x | x | u | x | 1% | 3.3µM* | 2.6µM*
CCOC(CNC(=O)c1ccc(N2CCc3ccccc32)c([N+](=O)[O-])c1)OCC | -6% | 8 | u | -3 | -5% | -26% | u
O=C(NNC(=O)C12CC3CC(CC(C3)C1)C2)c1ccccn1 | -1% | -3 | 77%[activator] | 15 | -2% | 4.1µM* | 4.1µM*
COc1ccccc1CNC(=O)C1CCC(CNc2c(N3CCC(C)CC3)c(=O)c2=O)CC1 (centres undefined) | -6% | 2 | -2% | 3 | 1% | 0% | 0%
CCOC(=O)c1sc(NC(=O)CSc2nc3c(c(=O)n2-c2ccc(F)cc2)SCC3)c(C(=O)OCC)c1C | -2% | -2 | x | -6 | x | 2.6µM* | 2.9µM*
CCN1CCN(C(=S)Nc2ccc3nc(N4CCN(C)CC4)cc(C)c3c2)CC1 | -2% | -1 | -6% | -9 | -14% | u | 37%[activator]

From PubChem
